From PubChem
Pf gametocyte: late stage P. falciparum gametocyte viability inhibitors, primary screen, ATP luminescence, HTS; P. falciparum stage V gametocytes, 24 h; inhibition, % at 10.9 µM; 0.065% of 150,000 active; AID 743093, 2013;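 active means inhibition above the mean plus 3 SD of compounds within the control limits, set per campaign, cut at about 38% in these data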;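 further: 0% = DMSO wells and 100% = medium only without gametocytes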
Avidin bead fluor: green autofluorescence of compounds with avidin beads – biophysical, 488/530 nm, flow cytometry, artefact control, profiling panel; compound fluorescence 488/530 nm; hits give high values; fluorescence (KMESF) at 10 µM; 0.38% of 220,000 active; AID 1775, 2009; in the data active means fluorescence above about 47; further: inactives centre near 10
Mcl1 Noxa PPI: Mcl-1/Noxa binding inhibitors, primary screen, biochemical, TR-FRET, 1536-well. inhibition, % at 21.7 µM. AID 1022, 2008. 1.5% of 220,000 active. TR-FRET Mcl-1/Noxa peptide binding, 2 h. Induced myeloid leukemia cell differentiation protein Mcl-1 (Homo sapiens), Q07820;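 active means compounds that cut the protein-peptide binding signal by more than 50% relative to plate controls in a single-dose test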;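 further: His-tagged Mcl-1 with rhodamine Noxa BH3 peptide and terbium anti-His antibody; 0% = Mcl-1 plus Noxa peptide wells and 100% = peptide-only wells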
Target sequence (Q07820 whole entry, looked up): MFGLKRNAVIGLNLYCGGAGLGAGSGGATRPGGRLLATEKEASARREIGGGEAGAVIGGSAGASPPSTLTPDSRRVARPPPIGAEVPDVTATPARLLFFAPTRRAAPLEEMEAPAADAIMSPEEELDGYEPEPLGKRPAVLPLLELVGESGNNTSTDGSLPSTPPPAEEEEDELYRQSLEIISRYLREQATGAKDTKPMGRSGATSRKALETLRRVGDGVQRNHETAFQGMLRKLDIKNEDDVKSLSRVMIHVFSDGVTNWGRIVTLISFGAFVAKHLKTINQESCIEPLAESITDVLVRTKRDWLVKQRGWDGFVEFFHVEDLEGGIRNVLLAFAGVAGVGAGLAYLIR
Mcl1-Bid inh: Mcl-1/Bid binding inhibitors, primary screen, biochemical, TR-FRET, 1536-well | Induced myeloid leukemia cell differentiation protein Mcl-1 (Homo sapiens), Q07820 | TR-FRET Mcl-1/Bid-Dy647 peptide binding | inhibition, % at 21.7 µM | 0.97% of 220,000 active;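 active means compounds that cut the binding signal by more than half at the single screening dose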;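 further: His-tagged Mcl-1 with europium anti-His antibody binding Bid BH3 peptide; 0% = Mcl-1 plus peptide wells and 100% = peptide-only wells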
Active calls of the source: *. Not all compounds are listed; the hit share may differ from the screen's.

Preview (2 entries):
`C=CCN(c1ccccc1Cl)S(=O)(=O)c1cc(C(=O)N2CCCC2)ccc1Cl` gave Pf gametocyte 6.3, Avidin bead fluor 3, Mcl1 Noxa PPI -5.2 and Mcl1-Bid inh -6.9.
Screening CC(=O)Nc1cccc(-n2nnc(SCC(=O)c3ccccc3)n2)c1 returned Pf gametocyte -2.9, Avidin bead fluor 3, Mcl1 Noxa PPI 19.1 and Mcl1-Bid inh -17.9.

The whole of this part, previewed entries included:
`C=CCN(c1ccccc1Cl)S(=O)(=O)c1cc(C(=O)N2CCCC2)ccc1Cl` gave Pf gametocyte 6.3, Avidin bead fluor 3, Mcl1 Noxa PPI -5.2 and Mcl1-Bid inh -6.9.
Screening CC(=O)Nc1cccc(-n2nnc(SCC(=O)c3ccccc3)n2)c1 returned Pf gametocyte -2.9, Avidin bead fluor 3, Mcl1 Noxa PPI 19.1 and Mcl1-Bid inh -17.9.
COCCOC(=O)C1=C(C)NC(=O)NC1c1ccco1 (stereo not drawn) was read as Pf gametocyte -0.3, Avidin bead fluor 3, Mcl1 Noxa PPI -1.3 and Mcl1-Bid inh -12.6.
For CCOC(=O)c1ccc(N2C(=O)CC(NNC(=O)c3ccc(Br)s3)C2=O)cc1 (stereo not drawn) the results were Pf gametocyte -26.5, Avidin bead fluor 3, Mcl1 Noxa PPI -18.1 and Mcl1-Bid inh -16.4.
`Cc1[nH]c(=O)[nH]c(=O)c1/C=N/NC(=O)CCNC(=O)OC(C)(C)C` gave Pf gametocyte 5.5, Avidin bead fluor 7, Mcl1 Noxa PPI -9.0 and Mcl1-Bid inh -13.2.
`COC(=O)c1cc(NS(=O)(=O)c2ccc(C(C)C)cc2)ccc1N1CCOCC1` gave Pf gametocyte -9.3, Avidin bead fluor 7, Mcl1 Noxa PPI 6.6 and Mcl1-Bid inh -17.3.
For CC1CCCC(C)N1/N=C/c1ccc(C(=O)O)cc1 (stereo not drawn) the results were Pf gametocyte 12.1, Avidin bead fluor 7, Mcl1 Noxa PPI 27.0 and Mcl1-Bid inh -73.5.
CCCS(=O)(=O)NCCc1csc(-c2ccc(OC)c(OC)c2)n1 was read as Pf gametocyte -43.5, Avidin bead fluor 5, Mcl1 Noxa PPI 12.3 and Mcl1-Bid inh -6.0.
`Cc1cc(C)cc(NC(=O)NC2CCN(CC(=O)Nc3cccc(Cl)c3C)CC2)c1` gave Pf gametocyte -10.3, Avidin bead fluor 8, Mcl1 Noxa PPI 5.9 and Mcl1-Bid inh -40.6.
O=C(N/N=C/c1ccc(N2CCOCC2)s1)c1ccc(NS(=O)(=O)c2cccs2)cc1 was read as Pf gametocyte 10.0, Avidin bead fluor 2, Mcl1 Noxa PPI 12.9 and Mcl1-Bid inh -23.4.
`COc1cc(C(F)(F)F)nc2ccc(C#CCOC(=O)Nc3ccccc3)cc12` gave Pf gametocyte -0.6, Avidin bead fluor 7, Mcl1 Noxa PPI -16.1 and Mcl1-Bid inh -9.7.
Screening Cc1ccsc1/C=N/n1cnnc1 returned Pf gametocyte -7.7, Avidin bead fluor 9, Mcl1 Noxa PPI -2.4 and Mcl1-Bid inh -27.3.
Screening O=C(Nc1cc(=O)[nH]c2nc(-c3ccccc3)nn12)c1ccc(Cl)cc1 returned Pf gametocyte -1.2, Avidin bead fluor 10, Mcl1 Noxa PPI -13.3 and Mcl1-Bid inh -8.9.
For CC1CCC(NC(=O)C2CCC(CNc3c(N4CCCCC4)c(=O)c3=O)CC2)CC1 (stereo not drawn) the results were Pf gametocyte -31.2, Avidin bead fluor 9, Mcl1 Noxa PPI -11.2 and Mcl1-Bid inh -33.7.
Screening C[C@@H]1CC[C@]2(O[C@@H](CCO)C[C@@H](O)[C@@H]2O)O1 returned Pf gametocyte -32.4, Avidin bead fluor 10, Mcl1 Noxa PPI -7.1 and Mcl1-Bid inh -28.0.
For CCc1nc(N2CCN(C(C)=O)CC2)c(C#N)c2c1COC(C)(C)C2 the results were Pf gametocyte -1.6, Avidin bead fluor 6, Mcl1 Noxa PPI 14.9 and Mcl1-Bid inh -0.6.
Cc1cc(C(=O)N/N=C/c2ccc(-c3cccc(Cl)c3)o2)n[nH]1 was read as Pf gametocyte 5.3, Avidin bead fluor 2, Mcl1 Noxa PPI -1.5 and Mcl1-Bid inh -19.9.
Screening CCCN1C(=O)C2(SC(NC(C)=O)=NN2C(C)=O)c2cc(C)cc(C)c21 (stereo not drawn) returned Pf gametocyte -10.0, Avidin bead fluor 3, Mcl1 Noxa PPI -19.4 and Mcl1-Bid inh -25.6.
For COc1ccc(S(=O)(=O)N2CCCCCC2)cc1NC(=O)Cc1ccccc1F the results were Pf gametocyte 17.7, Avidin bead fluor 5, Mcl1 Noxa PPI -8.2 and Mcl1-Bid inh -18.1.
Screening CCc1cc2c(=O)c(-c3nc(C)cs3)coc2cc1O returned Pf gametocyte -22.7, Avidin bead fluor 8, Mcl1 Noxa PPI 20.1 and Mcl1-Bid inh -27.3.
Cc1nc2c(ncn2-c2ccccc2)c(=O)n1NC(=O)CN1CCOCC1 was read as Pf gametocyte 6.2, Avidin bead fluor 8, Mcl1 Noxa PPI 3.2 and Mcl1-Bid inh -1.6.
`CC(=O)NC(NC(=S)Nc1ccc(C)cc1C)C(Cl)(Cl)Cl` (stereo not drawn) gave Pf gametocyte 2.6, Avidin bead fluor 5, Mcl1 Noxa PPI 3.0 and Mcl1-Bid inh -45.4.
`C=CCn1c(C)nnc1SCC(=O)N1CCN(S(=O)(=O)c2ccccc2)CC1` gave Pf gametocyte -9.4, Avidin bead fluor 8, Mcl1 Noxa PPI 10.5 and Mcl1-Bid inh -16.7.
CCN(CC)c1ccc(/C=N/NC(=O)c2ccco2)c(O)c1 was read as Pf gametocyte -17.4, Avidin bead fluor 8, Mcl1 Noxa PPI -11.0 and Mcl1-Bid inh -52.0.
`COc1ccc(-c2ocnc2C(=O)N2CCN(Cc3cccnc3)CC2)cc1` gave Pf gametocyte -9.5, Avidin bead fluor 4, Mcl1 Noxa PPI 8.7 and Mcl1-Bid inh -10.4.
Screening Cc1cc(C)nc(S/C=C/C(=O)c2ccccc2F)n1 returned Pf gametocyte 1.7, Avidin bead fluor 7, Mcl1 Noxa PPI 0.4 and Mcl1-Bid inh -17.6.
Screening O=C(c1ccccc1)c1nccn1-c1ccc(Cl)nn1 returned Pf gametocyte 2.5, Avidin bead fluor 11, Mcl1 Noxa PPI 6.6 and Mcl1-Bid inh 5.9.
`O=C(NNC(=O)c1cc(-c2ccco2)nc2ccccc12)c1ccccc1` gave Pf gametocyte -13.6, Avidin bead fluor 5, Mcl1 Noxa PPI 7.0 and Mcl1-Bid inh -24.6.
`O=C(Cn1cc(/C=N/NC(=O)c2cccc3ccccc23)c2ccccc21)Nc1ccc(F)cc1` gave Pf gametocyte -0.1, Avidin bead fluor 7, Mcl1 Noxa PPI -6.6 and Mcl1-Bid inh -75.1.
`COc1cccc(/C=N/NC(=S)NC2CC3CC2C2C=CCC32)c1O` (stereo not drawn) gave Pf gametocyte 15.6, Avidin bead fluor 7, Mcl1 Noxa PPI 6.8 and Mcl1-Bid inh -24.8.

Nothing new here: four of the compounds above.
Cc1nc2c(ncn2-c2ccccc2)c(=O)n1NC(=O)CN1CCOCC1 was read as Pf gametocyte 6.2, Avidin bead fluor 8, Mcl1 Noxa PPI 3.2 and Mcl1-Bid inh -1.6.
`CC(=O)NC(NC(=S)Nc1ccc(C)cc1C)C(Cl)(Cl)Cl` (stereo not drawn) gave Pf gametocyte 2.6, Avidin bead fluor 5, Mcl1 Noxa PPI 3.0 and Mcl1-Bid inh -45.4.
`C=CCn1c(C)nnc1SCC(=O)N1CCN(S(=O)(=O)c2ccccc2)CC1` gave Pf gametocyte -9.4, Avidin bead fluor 8, Mcl1 Noxa PPI 10.5 and Mcl1-Bid inh -16.7.
CCN(CC)c1ccc(/C=N/NC(=O)c2ccco2)c(O)c1 was read as Pf gametocyte -17.4, Avidin bead fluor 8, Mcl1 Noxa PPI -11.0 and Mcl1-Bid inh -52.0.

Next entries follow.
Screening O=S(=O)(Nc1ccc(C(F)(F)F)cn1)c1ccccc1 returned Pf gametocyte 15.2, Avidin bead fluor 6, Mcl1 Noxa PPI -14.9 and Mcl1-Bid inh -10.9.
Screening CCCCCN1C=CC=C/C1=C\C=C(C#N)C#N returned Pf gametocyte -35.3, Avidin bead fluor 8, Mcl1 Noxa PPI 5.5 and Mcl1-Bid inh -12.0.
Screening COc1cc(OC)c2c(-c3ccccc3)cc(=O)oc2c1C(CCN1CCCC1)c1ccc2c(c1)OCO2 (stereo not drawn) returned Pf gametocyte 20.9, Avidin bead fluor 7, Mcl1 Noxa PPI 8.9 and Mcl1-Bid inh -49.7.
Cn1c(SCC(=O)N/N=C/c2cccnc2)nnc1-c1ccccc1 was read as Pf gametocyte -16.8, Avidin bead fluor 8, Mcl1 Noxa PPI -19.0 and Mcl1-Bid inh -52.6.
For CN(NC(=O)Nc1ccccc1)c1cnn(C)c(=O)c1Cl the results were Pf gametocyte 6.3, Avidin bead fluor 5, Mcl1 Noxa PPI 2.9 and Mcl1-Bid inh -3.7.
`NC(=NC(=O)c1ccc(OCC(F)(F)F)nc1)c1ccc(Cl)cc1` gave Pf gametocyte 6.8, Avidin bead fluor 8, Mcl1 Noxa PPI -23.5 and Mcl1-Bid inh 1.3.
For COC(=O)c1noc(C)c1-c1ccnn1C(=O)c1ccc(C)cc1 the results were Pf gametocyte 12.5, Avidin bead fluor 6, Mcl1 Noxa PPI 1.7 and Mcl1-Bid inh 4.6.
CC1(OC(=O)C2CCCC2)C(=O)C=C2C=C(c3ccsc3)N(CCCCO)C=C2C1=O (stereo not drawn) was read as Pf gametocyte 19.6, Avidin bead fluor 10, Mcl1 Noxa PPI 2.7 and Mcl1-Bid inh -95.3.
Screening Cc1nc2c(sc3nc(N4CCOCC4)c4c(c32)CC(C)(C)OC4)c(-c2ccc(Cl)cc2)c1C(=O)O returned Pf gametocyte -6.6, Avidin bead fluor 5, Mcl1 Noxa PPI -31.6 and Mcl1-Bid inh -6.2.
Screening COc1ccc(/C=C/C(=O)O)cc1Cl returned Pf gametocyte 5.6, Avidin bead fluor 2, Mcl1 Noxa PPI -9.8 and Mcl1-Bid inh -7.3.
Screening CC/S(=N\S(=O)(=O)c1ccc(C)cc1)c1ccccc1 (stereo not drawn) returned Pf gametocyte -7.0, Avidin bead fluor 3, Mcl1 Noxa PPI 7.1 and Mcl1-Bid inh -1.2.
Nc1nc(NCC2CCCO2)nc(Nc2cccc(F)c2)c1[N+](=O)[O-] (stereo not drawn) was read as Pf gametocyte 8.0, Avidin bead fluor 9, Mcl1 Noxa PPI 19.4 and Mcl1-Bid inh -14.2.
For CC(=O)Nc1ccc(NC(=O)C(Sc2ccccc2)c2ccccc2)cc1 (stereo not drawn) the results were Pf gametocyte 3.8, Avidin bead fluor 7, Mcl1 Noxa PPI -16.6 and Mcl1-Bid inh -11.5.
For Cc1ccc(NC(=O)c2ccc3ncsc3c2)cc1S(=O)(=O)N(C)C the results were Pf gametocyte 15.5, Avidin bead fluor 7, Mcl1 Noxa PPI 47.9 and Mcl1-Bid inh 67.2*.
Cc1ccc(CCNC(=O)C2CC(c3cccc(F)c3)=NO2)cc1 (stereo not drawn) was read as Pf gametocyte 1.1, Avidin bead fluor 13, Mcl1 Noxa PPI -1.8 and Mcl1-Bid inh -41.8.
For CCCc1nc2sc3ccccc3c(=O)c2c(=O)n1Cc1ccc(OC)cc1 the results were Pf gametocyte 12.1, Avidin bead fluor 5, Mcl1 Noxa PPI -1.8 and Mcl1-Bid inh -4.7.
Screening C/C(=N\NC1=NCCN1)c1ccc(Cl)cc1 returned Pf gametocyte 18.6, Avidin bead fluor 9, Mcl1 Noxa PPI 12.8 and Mcl1-Bid inh -1.7.
For CSCCC(NC(=O)c1ccc(Cl)cc1Cl)C(=O)OCC(N)=O (stereo not drawn) the results were Pf gametocyte 14.7, Avidin bead fluor 9, Mcl1 Noxa PPI 22.8 and Mcl1-Bid inh -48.3.
For O=C(N/N=C\c1coc2ccccc2c1=O)c1ccco1 the results were Pf gametocyte 10.7, Avidin bead fluor 5, Mcl1 Noxa PPI 2.5 and Mcl1-Bid inh -2.4.
Screening COc1cc2c(cc1OC)CN(C(=S)Nc1ccc(Cl)cc1)CC2 returned Pf gametocyte 8.0, Avidin bead fluor 5, Mcl1 Noxa PPI 22.6 and Mcl1-Bid inh -118.1.
CCCCCCCn1c(=O)c(C(=O)OC)c(N)c2ccccc21 was read as Pf gametocyte -2.0, Avidin bead fluor 8, Mcl1 Noxa PPI 3.7 and Mcl1-Bid inh 8.6.
For CCCn1nc(NC(=O)C2CCCO2)c2cc3ccc(C)cc3nc21 (stereo not drawn) the results were Pf gametocyte -10.3, Avidin bead fluor 7, Mcl1 Noxa PPI 1.4 and Mcl1-Bid inh -8.2.
For CCC(CC)=NNc1ccc(S(N)(=O)=O)cc1[N+](=O)[O-] the results were Pf gametocyte -5.2, Avidin bead fluor 5, Mcl1 Noxa PPI -8.8 and Mcl1-Bid inh -6.2.
`O=C(N/N=C/c1ccc([N+](=O)[O-])o1)c1cc2ccccc2o1` gave Pf gametocyte 1.8, Avidin bead fluor 5, Mcl1 Noxa PPI 6.0 and Mcl1-Bid inh -34.8.
